Screens (PubChem)
TDP2 inh – human TDP2 enzyme inhibitors, primary screen, biochemical, epi absorbance, recombinant enzyme. T5PNP hydrolysis, p-nitrophenol absorbance 415 nm. inhibition, % at 12.8 µM. 0.34% of 370,000 active;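 active = inhibition above the mean of all tested compounds plus 3 SD, set per campaign, cut at about 25% in these data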;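 note: 0% = DMSO with enzyme and 100% = buffer with substrate but no TDP2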
Target sequence (O95551 whole entry, looked up): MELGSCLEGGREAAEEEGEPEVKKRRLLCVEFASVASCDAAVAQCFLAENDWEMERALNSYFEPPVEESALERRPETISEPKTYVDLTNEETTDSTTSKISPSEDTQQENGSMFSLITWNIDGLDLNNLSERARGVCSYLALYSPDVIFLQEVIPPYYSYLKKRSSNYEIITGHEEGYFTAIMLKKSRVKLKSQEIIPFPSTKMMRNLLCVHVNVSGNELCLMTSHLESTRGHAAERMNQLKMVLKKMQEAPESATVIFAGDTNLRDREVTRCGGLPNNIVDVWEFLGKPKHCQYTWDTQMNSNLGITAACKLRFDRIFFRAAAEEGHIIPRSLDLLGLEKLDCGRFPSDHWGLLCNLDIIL
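System – recombinant human TDP2 · Quantity – TDP2 enzyme at 120 nM final · Doses – single concentration, 12.8 µM nominal, with 1% DMSO · Incubation – 2 h at 37 °C · Measured by – epi absorbance of p-nitrophenol freed from T5PNP by hydrolysis · Read-out – % inhibition relative to enzyme-containing and enzyme-free wells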
UHRF1 binding – UHRF1 methylated DNA binding inhibitors, primary screen, counter-screen for MBD2 inhibitor project, biochemical, TR-FRET, human UHRF1, single concentration | E3 ubiquitin-protein ligase UHRF1 (Homo sapiens), Q96T88 | AID 687016, 2013 | 0.75% of 370,000 active | inhibition, % at 4.4 µM | UHRF1 binding to methylated oligo; in the data active = inhibition above about 21%;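 note: UHRF1 SRA domain binding a hemimethylated CpG hairpin DNA probe; 0% = median of test compound wells and 100% = reference inhibitor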
mABHD4 FP – ABHD4 inhibitors, primary screen, biochemical, fluorescence polarization, mouse. purified mABHD4, FP-Rh probe fluorescence polarization. (Lyso)-N-acylphosphatidylethanolamine lipase (Mus musculus), Q8VD66. 0.54% of 370,000 active. AID 720543, 2013. inhibition, % at 8.92 µM;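 active = inhibition exceeding the mean over every tested compound plus 3 SD, cut at about 30% in these data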;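 note: 0% = plate median of compound wells and 100% = S159A mutant with DMSO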
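Material: mouse ABHD4 enzyme, wild type; Benchmarks: S159A mutant high control, sample median low control; Buffer or medium: HEPES pH 7.0, NaCl, Pluronic buffer; Signal: fluorescence polarization; Read-out: percent inhibition of probe binding, normalized to plate controls; Timing: pre-incubation 45 min, probe exposure 60 min, at 25 °C; Dosing: 8.92 µM, single dose.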
HTRA1 inhibitor – HTRA1 serine protease inhibitors, primary screen, biochemical, fluorescence polarization, HTS. Q92743. recombinant HTRA1, FP-rhodamine activity-based probe. inhibition, % at 5.96 µM. 0.5% of 340,000 active; in the data active = inhibition above about 36%;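 note: 0% = enzyme with DMSO and 100% = wells lacking enzyme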
TCR-CD3 inh – inhibitors of human TCR-CD3 interaction, primary screen, biochemical, fluorescence, TAMRA-labeled TCR probe. T-cell receptor (TCR). inhibition, % at 9.4 µM. 0.37% of 360,000 active; in the data active = inhibition above about 19%;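 note: recombinant mutant TCR 2C K166C tagged with TAMRA read by polarization; 0% = receptor in buffer alone and 100% = receptor with positive control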
LEDGF integ inh – blockers of LEDGF/p75-dependent integrase strand transfer – biochemical, TR-FRET, high throughput, primary screen; HIV-1 integrase (with human LEDGF/p75); inhibition, % at 3.7 µM; TR-FRET IN-LEDGF/p75 DNA integration, Eu/Cy5; 0.64% of 370,000 active; AID 743269, 2014;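 active = inhibition above the screen-wide mean plus 3 SD, cut at about 13% in these data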;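 note: signal is the Cy5 over europium emission ratio at 671 and 618 nm; 0% = plate median of compound wells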
Tn7 DDE FP – inhibitors of Tn7 peptide binding to fibrin DD(E), primary screen, biochemical, fluorescence polarization, human fibrin, Tn7 probe; FP displacement of FITC-Tn7 peptide from fibrin DD(E); 0% = median of compound wells per plate; inhibition, % at 8.3 µM; Fibrinogen beta chain (Homo sapiens), P02675; 0.13% of 370,000 active; AID 720508, 2013;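 active = inhibition above the mean of compounds falling within the control limits plus 3 SD of them, cut at about 14% in these data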;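 note: 0% = plate median of compound wells and 100% = 10 µM Aha-Tn7 peptide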
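Assay system: Fibrin-DD(E) protein isolated from polymerized human fibrin clots; read-out basis: percent inhibition; medium: Tris/NaCl/CaCl2 buffer, pH 7.8; signal: FP measurement; incubation: 10 min plus 3 h, room temperature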
SIAE primary – human SIAE inhibitors, primary screen, biochemical, fluorescence polarization, FP-Rh probe, 1536-well HTS | Sialate O-acetylesterase (Homo sapiens), Q9HAT2 | SIAE FP-Rh probe binding | inhibition, % at 9.66 µM | 0.69% of 370,000 active | AID 1053197, 2014;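 active = inhibition above a cutoff: mean of compounds within the control limits plus 3 SD of those, cut at about 17% in these data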;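 note: 0% = plate median of compound wells and 100% = probe without SIAE protein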
PRMT1 FP inh – PRMT1 methyltransferase inhibitors, primary screen, biochemical, fluorescence polarization; inhibition, % at 2.79 µM; 1.3% of 370,000 active; AID 652257, 2013; Protein arginine N-methyltransferase 1 (Homo sapiens), Q99873; recombinant PRMT1, activity-based probe fluorescence polarization;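 active = inhibition above about 21% made by adding two undisclosed values, limit read from the data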
Target sequence (Q99873 whole entry, looked up): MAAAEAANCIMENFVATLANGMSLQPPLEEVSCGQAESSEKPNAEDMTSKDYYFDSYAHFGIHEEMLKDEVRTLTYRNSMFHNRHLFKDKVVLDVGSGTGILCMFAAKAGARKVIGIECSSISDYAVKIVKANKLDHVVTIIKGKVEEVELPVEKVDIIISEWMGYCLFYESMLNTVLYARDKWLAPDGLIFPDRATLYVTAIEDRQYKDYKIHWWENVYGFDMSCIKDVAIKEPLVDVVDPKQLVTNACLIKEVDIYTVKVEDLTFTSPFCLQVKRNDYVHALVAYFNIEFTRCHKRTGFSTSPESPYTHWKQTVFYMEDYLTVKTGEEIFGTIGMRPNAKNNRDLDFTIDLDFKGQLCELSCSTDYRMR
PG9 Ab binder – binders of HIV-1 gp120 antibody PG9, primary screen, biochemical, TR-FRET; inhibition, % at 6.7 µM; HIV-1 gp120 / PG9 antibody interaction; 0.43% of 360,000 active; TR-FRET gp120-PG9 antibody binding; in the data active = inhibition above about 8.5%
* = called active by the depositor; · = not tested or not shown.

Every second line gives: PG9 Ab binder, mABHD4 FP, Tn7 DDE FP, TDP2 inh, TCR-CD3 inh, HTRA1 inhibitor, LEDGF integ inh, SIAE primary, PRMT1 FP inh, UHRF1 binding
COc1ccc(Cc2nnc(NC(=O)c3c(-c4ccccc4)noc3C)s2)cc1
 : 0.5, -4, 0, -5, -3, -15, 2, -6, 1, 4
COc1cccc(NC(=O)Nc2cccc(C)n2)c1
 : -1.5, -2, -3, 3, 0, -13, -4, -8, -4, 0
CCN=C1SC(C(=O)Nc2cc(Cl)cc(Cl)c2)CC(=O)N1CC (centres undefined)
 : 2.7, 1, 6, -10, -4, 1, -3, -4, 4, 2
CCN(CC(=O)Nc1ccc(S(=O)(=O)N2CCCCC2)cc1)Cc1ccccc1
 : 0.8, 2, 0, -5, -9, -27, -6, 0, 2, 0
O=C(Nc1nnc([C@@H]2C[C@H](O)[C@@H](CO)O2)s1)Nc1cccc2ccccc12
 : -4.3, 4, 1, -1, -5, ·, 1, 1, 2, -3
Cc1ccc(CCNC(=O)C2CCN(S(=O)(=O)N3CCCCC3)CC2)cc1
 : -0.6, 5, 7, 4, -5, 3, 4, -5, -2, -3
Cc1csc(NC(=O)C2CCCCN2S(=O)(=O)c2ccccc2)n1 (centres undefined)
 : 0.7, -1, 1, 11, 1, -2, -2, -3, 3, 0
CCn1c(N2CCN(S(=O)(=O)c3ccccc3C(F)(F)F)CC2)nc2ccccc21
 : 0.3, -7, 9, -1, 4, -7, 2, 0, -2, 2
CC1(C)OC2CC3C4CCC5=CC(=O)C=CC5(C)C4(F)C(O)CC3(C)C2(C(=O)CO)O1 (centres undefined)
 : -1.9, -2, 0, 4, 3, ·, 2, -1, -3, 1
Cc1ccc(C(=O)NC(=S)NCCCN2CCOCC2)cc1
 : -0.8, 0, 7, -5, 2, -5, -2, -1, 1, -2
Nc1nc(-c2ccco2)nn1C(=O)c1ccc(F)cc1
 : 0.0, 5, -4, 2, -1, 5, -2, 3, 4, 7
COc1cc(-n2c(C)nc3cccnc32)c(Cl)cc1C(=O)O
 : 1.4, -8, -1, -17, -7, -4, 8, -7, 3, 1
CSc1cccc(NC(=S)N2CCC(N(C)C3CCCC3)CC2)c1
 : 0.3, 2, 3, -15, -4, -3, -7, -3, 4, 2
CSc1ncc2c(=O)[nH]c(-c3ccccc3)nc2n1
 : 1.8, 4, 3, 2, 10, 0, 3, -3, -7, -3
O=C(CCCc1nc(-c2ccc(Cl)cc2)no1)NC1CCCCC1
 : -0.8, -9, 3, -1, 2, 1, 4, 3, -2, 0
COc1cccc(CN2CC(C(=O)NCc3ncc(C)[nH]3)CCC2=O)c1 (centres undefined)
 : -1.0, 8, -2, 3, -9, 4, -5, 5, 3, 18
CC(C)(C)c1ccc(C(=O)OC/C(O)=C(\C#N)c2nc3ccccc3s2)cc1
 : -0.3, 12, 2, 11, 0, 1, 3, 7, -3, 1
CCn1c(Cc2ccccc2)nnc1SCC(=O)Nc1ccccc1
 : -0.1, -3, -2, 10, 2, 1, 1, 1, 1, 1
CC(O)c1nc2ccccc2n1Cc1ccccc1 (centres undefined)
 : -0.3, -4, -2, 1, -5, -2, 7, 0, -1, -2
O=C(COC(=O)CCC(=O)c1ccc(F)cc1)Nc1nnc(-c2ccccc2)o1
 : 2.2, -1, 6, -9, -4, 9, -2, 4, 5, 2
CC(C)(C)N=C1NN=C(c2ccc(Cl)cc2)CS1
 : -2.3, 15, -2, -1, 2, 10, -4, 6, -2, -3
COCC(C)NC(=O)C(C)N1c2cccc3cccc(c23)S1(=O)=O (centres undefined)
 : -1.2, 3, -5, 10, -1, 8, -2, -2, 4, -3
COc1ccc(S(=O)(=O)N(C)C)cc1NC(=O)COC(=O)CC1CCCC1
 : -0.6, -3, 3, 1, 4, 3, 2, 0, 0, 0
CN1CCN(c2nc3c(c(=O)[nH]c(=O)n3C)n2Cc2ccc([N+](=O)[O-])cc2)CC1
 : 1.2, 4, -4, 6, -6, -5, -1, 7, -3, -1
Cc1nn(-c2ccccc2)c2sc(C(=O)NC3CCCC3)cc12
 : ·, -35, 3, -7, ·, ·, 0, -3, 0, -1
O=C(Nc1ccccc1)Nc1ccc(Nc2ccccc2)cc1
 : -2.6, 3, -4, -23, -11, ·, 1, -1, 6, 3
COc1cc(OC)c(C2CC(=O)N3CN(c4ccccc4C)CSC3=C2C#N)cc1OC (centres undefined)
 : -1.9, 11, -5, -3, 5, ·, 1, 4, 29*, -8
C[C@H]1COc2cccc(N3CCSCC3)c2S(=O)(=O)N1
 : 0.6, 3, 4, -2, 4, ·, -3, 0, 0, 18
CCN(CC)c1ccc(C(=O)O)cc1
 : -0.2, 5, 6, 4, 6, 0, 1, 1, -1, -4
O=C(CCl)Nc1ccc2c(c1)OCO2
 : -1.1, 8, 3, -4, -1, 4, -8, -1, 2, 6
CCN1CCN(S(=O)(=O)c2ccc(Cl)c(C(=O)N(C)C(c3ccccc3)c3ccccc3)c2)CC1
 : 1.8, 5, -1, -4, 3, -8, -2, -2, -1, -2
CCOC(=O)CC(=O)CSc1nc2c(sc(=S)n2-c2ccccc2)c(=O)[nH]1
 : -0.9, 6, 1, 5, 0, -3, 2, 4, 5, -1
COc1ccccc1-c1ccc2c(c1)[C@@H]1C[C@H]3[C@@H](CN1CC2)[C@H](C)ON3C
 : -3.7, 10, 7, 3, -2, ·, 2, 1, 5, 1
COc1cccc(COC(=O)C2CCN(S(=O)(=O)c3cccs3)CC2)c1OC
 : -2.1, -3, -3, 1, 8, -2, -1, 6, -1, -1
CCOc1ccc(N(CC(=O)NCc2ccccc2)S(C)(=O)=O)cc1
 : 0.6, -5, -2, -6, -1, 2, 13, -5, -1, 0
Cc1cccc(OCC(O)Cn2c(=N)n(CCN3CCCCC3)c3ccccc32)c1 (centres undefined)
 : -0.5, 1, -7, -5, 1, 5, 1, -7, -1, 2
CCCNC(=O)C1(C)CCCN(C(=O)c2cccc(OC(C)=O)c2C)C1 (centres undefined)
 : 1.8, 6, 0, 2, 3, ·, -4, 5, 2, 0
O=C(CC1C(=O)NCCN1C/C=C/c1ccccc1)NCCc1cnccn1 (centres undefined)
 : -1.9, -1, 1, 8, 7, -3, 0, 4, -1, 0
C[C@@H]1CN([C@@H](C)CO)C(=O)c2cccc(NC(=O)C3CCCCC3)c2O[C@@H]1CN(C)Cc1ccc(Cl)c(Cl)c1
 : -1.0, -3, -2, -1, 9, -36, -1, 0, 0, 6
Cc1nnc(SCC(=O)Nc2ccc(Oc3ccccc3)cc2)n1N
 : 0.0, 3, 2, 12, 3, 7, 1, 1, 2, 6
CCc1ccc(C2NC(=O)c3ccccc3O2)cc1 (centres undefined)
 : -1.5, -1, -6, 2, -3, -1, -1, 2, -1, -1
CCCc1nc(N)c(C#N)c(-c2cccnc2)c1CC
 : 0.4, 0, 13, 1, -2, 7, -2, 6, 0, 0
COc1ccc(NC(=O)CCCNC(=O)c2ccc(Cl)cc2)cc1S(=O)(=O)N1CCOCC1
 : -0.9, 3, 1, 3, -1, -3, 0, 3, -1, -1
O=S(=O)(NCC(c1ccco1)N1CCN(c2ccc(F)cc2)CC1)c1ccc2c(c1)OCCO2 (centres undefined)
 : -1.6, -1, 11, -2, 1, -5, -1, 4, -1, -4

Of the compounds above, 8 have a Cl atom.
Every second line gives: PG9 Ab binder, mABHD4 FP, Tn7 DDE FP, TDP2 inh, TCR-CD3 inh, HTRA1 inhibitor, LEDGF integ inh, SIAE primary, PRMT1 FP inh, UHRF1 binding
CCN=C1SC(C(=O)Nc2cc(Cl)cc(Cl)c2)CC(=O)N1CC (centres undefined)
 : 2.7, 1, 6, -10, -4, 1, -3, -4, 4, 2
COc1cc(-n2c(C)nc3cccnc32)c(Cl)cc1C(=O)O
 : 1.4, -8, -1, -17, -7, -4, 8, -7, 3, 1
O=C(CCCc1nc(-c2ccc(Cl)cc2)no1)NC1CCCCC1
 : -0.8, -9, 3, -1, 2, 1, 4, 3, -2, 0
CC(C)(C)N=C1NN=C(c2ccc(Cl)cc2)CS1
 : -2.3, 15, -2, -1, 2, 10, -4, 6, -2, -3
O=C(CCl)Nc1ccc2c(c1)OCO2
 : -1.1, 8, 3, -4, -1, 4, -8, -1, 2, 6
CCN1CCN(S(=O)(=O)c2ccc(Cl)c(C(=O)N(C)C(c3ccccc3)c3ccccc3)c2)CC1
 : 1.8, 5, -1, -4, 3, -8, -2, -2, -1, -2
C[C@@H]1CN([C@@H](C)CO)C(=O)c2cccc(NC(=O)C3CCCCC3)c2O[C@@H]1CN(C)Cc1ccc(Cl)c(Cl)c1
 : -1.0, -3, -2, -1, 9, -36, -1, 0, 0, 6
COc1ccc(NC(=O)CCCNC(=O)c2ccc(Cl)cc2)cc1S(=O)(=O)N1CCOCC1
 : -0.9, 3, 1, 3, -1, -3, 0, 3, -1, -1
